XBP1 UPR activ: activators of adaptive arm of unfolded protein response (XBP1); CHO-XBP1 luciferase reporter, IRE1-XBP1 UPR activation, luminescence; percent of tunicamycin response, DMSO as zero; activation, % at 20 µM; 330,000 tested, 0.33% active; AID 463104;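 active means versus positive control, 20 µM dose yields 30% or more activation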;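 further: 100% = tunicamycin at 10 µg/mL and 0% = DMSO only wells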
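Signal: luciferase luminescence; Assay system: CHO-XBP1 luciferase reporter cells; Amount: one thousand reporter cells per well; Dosing: 20 µM single concentration, DMSO 1%; Benchmarks: high control tunicamycin 10 µg/mL final, low control DMSO vehicle only; Schedule: 6 h compound exposure at 37 °C, 5% CO2; Evaluation: percent activation relative to tunicamycin reference.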
UPR CHOP act: apoptotic UPR (CHOP) activation. CHO-CHOP luciferase reporter, luminescence; percent of tunicamycin response over DMSO baseline. 330,000 tested, 0.34% active. activation, % at 10 µM;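 active means at 10 µM dose, activation of 40% or more, normalized to positive control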;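 further: 100% = tunicamycin at 10 µg/mL and 0% = DMSO alone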
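Dosing – one dose, 10 µM in 0.5% DMSO · System – CHO-CHOP cells, stable luciferase reporter of PERK-eIF2a-CHOP signalling · Input – 500 cells/well · Control set – tunicamycin 10 µg/mL final as positive, DMSO-only wells as negative · Timing – 6 h compound treatment, 37 °C · Measure – % activation vs tunicamycin · Technique – luminescence read with Steady-Glo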
TIM10 inh: TIM10 yeast growth inhibition. S. cerevisiae TIM10 strain growth, BacTiter-Glo luminescence, 24 h. inhibition, % at 10 µM. AID 463195. 330,000 tested, 1.4% active;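 active means inhibition of 40% or more at the single tested concentration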;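 further: wild-type TIM10 isogenic control strain grown at permissive 25 °C; 0% = DMSO yeast wells and 100% = minimal medium wells without yeast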
CXCR6 inh: CXCR6 (human) receptor inhibition | inhibition, % at 20 µM | O00574 | CHO-K1 PathHunter CXCR6 beta-arrestin, luminescence | 360,000 tested, 0.36% active | AID 602244; in the data active means inhibition above about 34%, passing the limit was not always enough;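 further: antagonist mode with CXCL16 agonist at 10 nM final; 0% = 10 nM CXCL16 with DMSO and 100% = unstimulated wells without agonist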
Target sequence (O00574 whole entry, looked up): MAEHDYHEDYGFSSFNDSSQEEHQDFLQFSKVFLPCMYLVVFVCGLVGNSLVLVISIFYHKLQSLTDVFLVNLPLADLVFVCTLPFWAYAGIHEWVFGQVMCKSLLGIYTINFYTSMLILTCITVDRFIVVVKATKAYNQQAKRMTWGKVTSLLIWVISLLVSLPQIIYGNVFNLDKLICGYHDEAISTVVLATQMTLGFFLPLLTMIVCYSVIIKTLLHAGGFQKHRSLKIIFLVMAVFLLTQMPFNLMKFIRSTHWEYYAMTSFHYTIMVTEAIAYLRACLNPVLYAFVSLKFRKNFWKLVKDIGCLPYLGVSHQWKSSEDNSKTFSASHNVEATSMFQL
APJ antagonist: APJ receptor antagonism. AID 2521. 330,000 tested, 0.32% active. CHO-K1 APJ beta-arrestin complementation, luminescence. inhibition, % at 20 µM;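 active means inhibition above about 40% at 20 µM, limit read from the data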;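 further: cells challenged with 10 nM apelin-13 agonist together with compound; plate controls were apelin-13 plus DMSO wells for no effect and DMSO wells lacking apelin-13 for full effect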
Target sequence (P35414 whole entry, looked up): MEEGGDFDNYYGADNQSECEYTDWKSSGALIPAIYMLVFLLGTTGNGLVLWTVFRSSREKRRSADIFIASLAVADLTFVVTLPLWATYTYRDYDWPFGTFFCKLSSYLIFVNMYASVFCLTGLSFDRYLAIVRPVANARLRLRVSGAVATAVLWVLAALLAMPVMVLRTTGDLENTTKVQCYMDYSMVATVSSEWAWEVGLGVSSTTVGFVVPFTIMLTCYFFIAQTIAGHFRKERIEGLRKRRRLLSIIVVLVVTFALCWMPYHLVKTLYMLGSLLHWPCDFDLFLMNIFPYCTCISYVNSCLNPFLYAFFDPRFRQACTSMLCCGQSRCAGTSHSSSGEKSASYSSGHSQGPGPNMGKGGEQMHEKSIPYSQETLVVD
tim23-1 inh: tim23-1 yeast growth inhibition; S. cerevisiae tim23-1 growth, BacTiter-Glo luminescence, 24 h; inhibition, % at 20 µM; 330,000 tested, 1.3% active; AID 463212;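 active means growth inhibition of the mutant yeast at or above 50%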;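 further: temperature-sensitive mutant grown at 25 °C; plate controls were DMSO-treated mutant yeast for no effect and medium wells lacking yeast for full effect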
APJ ag: APJ receptor agonism; P35414; CHO-K1 APJ PathHunter beta-arrestin, luminescence; 0% DMSO wells, 100% apelin; activation, % at 20 µM; 330,000 tested, 0.11% active; AID 2520;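 active means activation more than six SD over the plate average, tested at 20 µM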;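 further: 0% = DMSO alone and 100% = apelin-13 at 10 nM; some results filed as inactive read as strong as hits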
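assay system = CHO-K1 APJ beta-arrestin complementation cell line | input = cell density 1000 per well | dosing = compound 20 µM once, DMSO 1% | timing = compound 90 min 25 °C, reagent 1 h | measured by = luminescence from split beta-galactosidase complementation, Galacton Star/Emerald II substrate | read-out basis = APJ agonist activity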
tim10-1 inh: growth inhibitors of tim10-1 mutant yeast; S. cerevisiae tim10-1 ts strain growth, BacTiter-Glo, 24 h; inhibition, % at 20 µM; 330,000 tested, 2.2% active;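 active means inhibition of at least 40%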;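 further: mutant grown at 25 °C; 0% = DMSO wells with yeast and 100% = wells holding no yeast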
Mdm2 MdmX PPI: human Mdm2/MdmX binding inhibition. AID 485346. inhibition, % at 8 µM. SaOS-2 split-luciferase Mdm2/MdmX complementation, luminescence. O15151+Q00987. 330,000 tested, 3% active;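 active means inhibition of at least 50% at 8 µM in the primary screen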
The depositor's hits bear a star; nt = not tested or not shown. An excerpt; rates above refer to the full screens.

no.	molecule	XBP1 UPR activ	UPR CHOP act	TIM10 inh	CXCR6 inh	APJ antagonist	tim23-1 inh	APJ ag	tim10-1 inh	Mdm2 MdmX PPI
1	CCOC(=O)Cc1c(C)nc2cc(-c3ccc(C)cc3)[nH]n2c1=O	2	3.1	6	0	2	-11	-16	9	29
2	Cc1cccnc1NC(=O)CN1C(=O)COc2ccc(Cl)cc21	-4	0.1	-9	-4	-2	-1	3	3	0
3	COc1c(C)cc(C(=O)C2CCCN(C(=O)C3=C(C)OCCO3)C2)cc1C (stereo not drawn)	-3	-0.4	14	4	7	3	-5	25	9
4	Cc1ccc(C)c(NC(=O)CCC(=O)NNS(=O)(=O)c2ccc(Cl)cc2)c1	-2	-0.1	0	-1	-6	-2	-3	-7	7
5	COc1ccc(NC2CCCN(C(=O)c3c(C)noc3C)C2)cc1 (stereo not drawn)	-2	1.6	6	-11	-25	4	1	3	10
6	NCCc1nnc(SCc2ccccc2F)o1	-2	-0.2	4	-1	1	1	-5	9	-15
7	Cc1cc(N)n(-c2ncnc3scc(-c4ccc(Cl)cc4)c23)n1	2	-0.7	20	10	0	19	-5	20	18
8	Cc1cc(C(C)(C)C)oc1C(=O)N(CC(=O)NC1CCCC1)Cc1ccc(Cl)cc1	-1	-0.1	10	16	-1	9	-1	20	29
9	CCOC(=O)C(=CNc1cc(C)ccc1-n1cccc1)C(=O)OCC	0	1.5	-26	6	14	8	4	-18	15
10	Cc1cc2ccccc2c(=O)n1CC(=O)NCC(=O)N1CCCC(C)C1 (stereo not drawn)	0	2.3	-7	2	-6	20	1	0	1
11	O=C1C=CC2C(c3ccc4c(c3)OCO4)CC1N2Cc1ccccc1 (stereo not drawn)	-4	7.8	44*	11	-19	58*	-3	23	28
12	CCOC(=O)C1=C(CCc2ccccc2)NC(=O)NC1c1cccc([N+](=O)[O-])c1 (stereo not drawn)	-1	-0.5	13	-6	10	30	1	16	17
13	CC(C)n1nnnc1SCC(=O)N1CCN(C(=O)c2ccco2)CC1	1	-0.7	-4	5	14	21	0	11	10
14	Cc1ccc(S(=O)(=O)NCC(=O)OCC(=O)Nc2ccc(C)c(S(=O)(=O)N3CCOCC3)c2)cc1	0	0.4	0	-2	6	7	-1	5	7
15	CN(Cc1cnn(C)c1)S(=O)(=O)c1cccc([N+](=O)[O-])c1	2	-2.5	18	-1	-7	16	1	16	-23
16	COc1ccc(NC(=O)CO/N=C2/CCCc3nonc32)c(OC)c1	3	1.7	-13	1	-34	9	1	2	11
17	Cc1nc(-c2ccc(F)cc2)c(CC(=O)N(C)CC(=O)Nc2ccccc2Br)s1	0	4.0	-8	1	-3	1	0	-5	27
18	O=C(Nc1nnc(C23CC4CC(CC(C4)C2)C3)s1)c1ccco1	-1	4.4	14	-2	4	2	-3	16	-154
19	CC(=O)Nc1ccc(S(=O)(=O)N(C)CC(=O)N/N=C/c2ccc(C(=O)O)cc2)cc1	-2	1.5	0	88*	-10	2	-1	-24	4
20	CCN(CC)S(=O)(=O)c1ccc(N2CCOCC2)c(NC(=O)c2cc3ccccc3oc2=O)c1	16	1.0	23	10	-5	26	3	10	30
21	CNC(=O)CN(c1ccc(Oc2ccccc2)cc1)S(=O)(=O)c1ccc(C)cc1	0	-0.9	12	4	-5	-5	-2	-12	18
22	Cc1ccc(S(=O)(=O)N2C3C=CC(C3)C2C(=O)O)cc1 (stereo not drawn)	-2	2.6	-3	-8	1	9	-2	11	5
23	NN1C(=O)/C(=C\c2ccco2)SC1=S	-1	-0.8	-26	-3	11	1	0	6	13
24	CCOc1ccc(CCNC(=O)c2cc3ccccn3n2)cc1OCC	2	1.3	-7	-10	-3	12	1	-4	-1
25	O=C(c1ccc(-c2ccc([N+](=O)[O-])cc2)o1)N1CCCCC1	2	4.8	40*	-10	-14	33	0	54*	-94
26	COc1ccc(C(=O)C2CCCN(Cc3c[nH]c4ccccc34)C2)c(OC)c1 (stereo not drawn)	3	-2.3	0	-4	13	5	0	22	35
27	O=C(c1cccs1)N(Cc1ccc(Cl)cc1)C1CCS(=O)(=O)C1 (stereo not drawn)	-5	1.2	-1	-1	8	8	1	11	14
28	O=C(NCCS(=O)(=O)N1CCN(c2cccc(Cl)c2)CC1)C1CCCC1	-1	-2.5	2	1	15	9	4	-4	-18
29	COC(=O)c1ccc(NC(=O)c2ccccc2-c2ccccc2C(=O)O)cc1	-5	0.2	7	8	8	3	-2	4	18
30	Cc1nc2cc(NC(=O)c3cccc(S(C)(=O)=O)c3)ccc2o1	-2	2.6	-15	-6	5	6	-2	-8	1

Gathered by group: the entries above containing an NH in an aromatic ring.
no.	molecule	XBP1 UPR activ	UPR CHOP act	TIM10 inh	CXCR6 inh	APJ antagonist	tim23-1 inh	APJ ag	tim10-1 inh	Mdm2 MdmX PPI
1	CCOC(=O)Cc1c(C)nc2cc(-c3ccc(C)cc3)[nH]n2c1=O	2	3.1	6	0	2	-11	-16	9	29
26	COc1ccc(C(=O)C2CCCN(Cc3c[nH]c4ccccc34)C2)c(OC)c1 (stereo not drawn)	3	-2.3	0	-4	13	5	0	22	35

The listing picks up, repeating the 2 entries before the break.
no.	molecule	XBP1 UPR activ	UPR CHOP act	TIM10 inh	CXCR6 inh	APJ antagonist	tim23-1 inh	APJ ag	tim10-1 inh	Mdm2 MdmX PPI
29	COC(=O)c1ccc(NC(=O)c2ccccc2-c2ccccc2C(=O)O)cc1	-5	0.2	7	8	8	3	-2	4	18
30	Cc1nc2cc(NC(=O)c3cccc(S(C)(=O)=O)c3)ccc2o1	-2	2.6	-15	-6	5	6	-2	-8	1
31	Cc1cc2nc(=O)c(/C=C3\C=Nc4ccccc43)c(N)n2o1	-4	0.8	4	-6	0	7	4	-14	-1
32	O=C(Nc1ccc(Oc2ccccc2)cc1)C1CCCN(c2ncccn2)C1 (stereo not drawn)	-1	0.3	4	0	2	-5	-3	4	8
33	Cc1c(NC(=O)CSc2ccccc2C(=O)Nc2cccnc2)c(=O)n(-c2ccccc2)n1C	-1	-2.6	-8	3	6	9	-2	13	19
34	CC(C)c1ccc(C(O)P(=O)(OCc2ccccc2)c2ccc(N(C)C)cc2)cc1 (stereo not drawn)	-1	-1.3	14	11	10	26	-6	12	31
35	CCCCn1c(SCC(=O)Nc2nnc(CC)s2)nc2ccccc2c1=O	-2	-4.8	-5	4	-22	-35	-3	-5	15
36	COc1ccc(C(=O)NC2CCC(O)CC2)cc1S(=O)(=O)NCc1ccc(Cl)cc1 (stereo not drawn)	-2	2.6	3	-3	11	9	-2	0	23
37	Cc1cc(C)cc(COc2ccc3c(C)c(CC(=O)O)c(=O)oc3c2C)c1	0	-2.0	9	8	18	22	-1	8	-19
38	Cc1c(Cl)cccc1NC(=O)c1nc(C)n(-c2cc(OC(C)C)c(Cl)cc2Cl)n1	-2	-0.8	30	1	-6	26	-2	43*	6
39	CCC(=O)N1CCc2cc(S(=O)(=O)N(C)c3ccc(Br)cc3)ccc21	-5	0.4	-3	1	12	-3	0	-22	-6
40	Cc1cccc(C)c1NC(=O)CSc1nnc(-c2ccncc2)n1Cc1ccco1	1	-0.4	-4	1	-4	9	-2	-3	-2
41	CCC(C)[C@H](NC(=O)[C@@H]1CSC2c3ccccc3C(=O)N21)C(=O)N1CCCCC1 (stereo partly drawn)	-2	-1.3	5	3	1	5	0	7	18
42	CCc1ccc(N2C(=O)c3sc4nnc(-c5ccccc5)c(=O)n4c3C2=O)cc1	-3	0.0	-7	0	-7	6	0	-4	30
43	CCc1ccc(S(=O)(=O)NCCc2cn3ccccc3n2)s1	-2	-0.2	-5	-1	11	10	-3	3	4
44	O=C(NCC1CCCO1)c1cc(S(=O)(=O)N2CCOCC2)c(Cl)cc1Cl (stereo not drawn)	-8	-0.3	5	9	-4	12	5	17	0
45	CCOC(=O)CSc1nnnn1-c1cc(OC)c(Cl)cc1OC	-1	-1.6	10	-3	-6	6	-5	10	-15
46	COC(=O)CNC(=O)c1c(C)cc(=O)oc1C	0	1.4	-4	2	4	-3	-1	-19	3
47	O=C(NCc1ccc2[nH]c3c(c2c1)CCCC3)c1ccc(S(=O)(=O)N2CCCC2)cc1	-1	-1.1	7	-9	-3	15	0	15	16
48	COc1ccccc1C(=O)n1nc(-c2ccc(Cl)cc2)nc1N	0	-1.1	10	-7	-2	38	-2	34	10
49	O=C1OCCN1C(=O)[C@H]1[C@H](c2ccccc2)C(c2cccc(Cl)c2)=NN1c1ccc(Br)cc1	0	-0.4	4	-11	nt	37	nt	19	21
50	COc1cc(/C=C(/NC(=O)c2ccccc2)C(=O)Nc2cccc(O)c2)c([N+](=O)[O-])cc1OC	-1	3.1	7	-3	18	1	2	16	-14

Shown as a hit in CXCR6 inh (from the list above):
item | mol | XBP1 UPR activ | CXCR6 inh | APJ antagonist | APJ ag | Mdm2 MdmX PPI
19 | CC(=O)Nc1ccc(S(=O)(=O)N(C)CC(=O)N/N=C/c2ccc(C(=O)O)cc2)cc1 | -2 | 88* | -10 | -1 | 4

Two compounds picked at random from those above:
no.	molecule	XBP1 UPR activ	UPR CHOP act	TIM10 inh	CXCR6 inh	APJ antagonist	tim23-1 inh	APJ ag	tim10-1 inh	Mdm2 MdmX PPI
43	CCc1ccc(S(=O)(=O)NCCc2cn3ccccc3n2)s1	-2	-0.2	-5	-1	11	10	-3	3	4
46	COC(=O)CNC(=O)c1c(C)cc(=O)oc1C	0	1.4	-4	2	4	-3	-1	-19	3

Compound activity (PubChem)
